# High-throughput results deposited in PubChem BioAssay by several laboratories.
# PG9 Ab binder = PG9 antibody binding by small molecule. TR-FRET gp120-PG9 antibody binding. inhibition, % at 6.7 µM. actives 0.43% (n = 360,000). AID 624416; in the data active = inhibition above about 8.5%
# TCR CD3 inh = human TCR-CD3 binding inhibition; TAMRA-labeled TCR probe fluorescence, biochemical; inhibition, % at 9.4 µM; actives 0.37% (n = 360,000); AID 651800; in the data active = inhibition above about 19%;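 also: recombinant mutant TCR 2C K166C tagged with TAMRA read by polarization; 0% = receptor in buffer alone and 100% = receptor with positive control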
# mABHD4 FP = ABHD4 (mouse) inhibition, primary FP screen; Q8VD66; inhibition, % at 8.92 µM; purified mABHD4, FP-Rh probe fluorescence polarization; AID 720543; actives 0.54% (n = 370,000);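 active = inhibition exceeding the mean over every tested compound plus 3 SD, cut at about 30% in these data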;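 also: 0% = plate median of compound wells and 100% = S159A mutant with DMSO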
#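 Assay system: Wild-type mouse ABHD4 protein | Medium: HEPES pH 7.0 buffer, 150 mM NaCl, 0.01% Pluronic F-127 | Incubation: Enzyme–compound pre-incubation 45 min, then probe 60 min, both 25 °C | Technique: Fluorescence polarization with parallel and perpendicular emission, 525/598 nm | Evaluation: % inhibition of FP-Rh probe binding versus controls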
# TDP2 absorb = TDP2 (human) inhibition, absorbance primary screen; O95551; recombinant TDP2, T5PNP hydrolysis, p-nitrophenol absorbance 415 nm; inhibition, % at 12.8 µM; actives 0.34% (n = 370,000);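 active = inhibition above the mean of all tested compounds plus 3 SD, set per campaign, cut at about 25% in these data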;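 also: 0% = DMSO with enzyme and 100% = buffer with substrate but no TDP2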
# Target sequence (O95551 whole entry, looked up): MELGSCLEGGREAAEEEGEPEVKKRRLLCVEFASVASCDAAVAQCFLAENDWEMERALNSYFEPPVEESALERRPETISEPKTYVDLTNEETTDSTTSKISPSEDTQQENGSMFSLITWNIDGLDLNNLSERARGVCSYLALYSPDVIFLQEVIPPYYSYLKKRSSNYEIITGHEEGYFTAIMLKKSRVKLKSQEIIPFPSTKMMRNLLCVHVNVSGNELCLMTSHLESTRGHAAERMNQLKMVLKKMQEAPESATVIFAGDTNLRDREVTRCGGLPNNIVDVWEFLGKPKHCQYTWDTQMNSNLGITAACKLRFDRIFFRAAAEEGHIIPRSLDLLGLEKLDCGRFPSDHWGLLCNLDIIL
#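 Test system: Human TDP2 enzyme | Reagent: 5 mM T5PNP | Compound dosing: 12.8 µM single point, 1% DMSO | Incubation: Enzyme reaction with compound for 2 h at 37 °C | Technique: p-Nitrophenol epi absorbance | Read-out: % inhibition relative to enzyme-containing and enzyme-free wells | Benchmarks: High control without enzyme, low control DMSO plus TDP2 | Replicates: Singlicate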
# LEDGF integ inh = blocks HIV-1 LEDGF/p75-dependent DNA integration; TR-FRET IN-LEDGF/p75 DNA integration, Eu/Cy5; inhibition, % at 3.7 µM; actives 0.64% (n = 370,000); AID 743269;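 active = inhibition above the screen-wide mean plus 3 SD, cut at about 13% in these data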;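 also: signal is the Cy5 over europium emission ratio at 671 and 618 nm; 0% = plate median of compound wells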
# HTRA1 inhibitor = blocks human HTRA1 serine peptidase; Q92743; recombinant HTRA1, FP-rhodamine activity-based probe, fluorescence polarization; inhibition, % at 5.96 µM; actives 0.5% (n = 340,000); AID 504803; in the data active = inhibition above about 36%;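 also: 0% = enzyme with DMSO and 100% = wells lacking enzyme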
# Target sequence (Q92743 whole entry, looked up): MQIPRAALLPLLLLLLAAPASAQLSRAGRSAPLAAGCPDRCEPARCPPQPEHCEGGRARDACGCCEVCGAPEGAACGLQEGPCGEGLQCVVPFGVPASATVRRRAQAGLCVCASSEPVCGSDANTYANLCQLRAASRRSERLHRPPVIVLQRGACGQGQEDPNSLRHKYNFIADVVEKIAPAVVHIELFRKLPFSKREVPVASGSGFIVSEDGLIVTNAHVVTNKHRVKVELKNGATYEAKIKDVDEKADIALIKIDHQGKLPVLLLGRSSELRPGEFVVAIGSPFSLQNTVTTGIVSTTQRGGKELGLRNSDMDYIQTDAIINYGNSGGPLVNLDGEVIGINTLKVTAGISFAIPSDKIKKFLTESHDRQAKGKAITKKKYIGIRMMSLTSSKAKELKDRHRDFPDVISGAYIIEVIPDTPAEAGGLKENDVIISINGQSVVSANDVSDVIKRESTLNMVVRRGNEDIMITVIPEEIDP
# NR1D1 modulator = Rev-erb alpha (human) modulation. P20393. actives 0.79% (n = 370,000). activity, % at 10 µM. Rev-erbα–FITC-DNA binding, fluorescence polarization, 90 min. AID 1259318;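 active = activity above about 14%, limit read from the data; passing the limit was not always enough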;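 also: 0% = DMSO wells with 35 nM protein and 100% = DMSO wells with 750 nM protein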
# PRMT1 FP inh = inhibitors of human PRMT1; Q99873; recombinant PRMT1, activity-based probe fluorescence polarization; inhibition, % at 2.79 µM; actives 1.3% (n = 370,000); AID 652257;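 active = inhibition above about 21% made by adding two undisclosed values, limit read from the data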
# rCAG RNA binder = binds r(CAG) RNA repeats. r(CAG) RNA repeat, TO-PRO-1 dye displacement fluorescence. inhibition, % at 3 µM. actives 1.3% (n = 370,000). AID 651821;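 active = inhibition above the plate cutoff, the mean of all test compounds on that plate plus 3 SD, cut at about 35% in these data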;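 also: 0% = DMSO alone and 100% = 100 µM mitoxantrone as full dye displacement; higher means more dye released from RNA so lower well fluorescence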
# SIAE inh = human SIAE inhibition, primary screen; Q9HAT2; SIAE FP-Rh probe binding, fluorescence polarization; inhibition, % at 9.66 µM; actives 0.69% (n = 370,000);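 active = inhibition above a cutoff: mean of compounds within the control limits plus 3 SD of those, cut at about 17% in these data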;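 also: 0% = plate median of compound wells and 100% = probe without SIAE protein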
# An asterisk follows results filed as active; x = no result given. These rows are one share of the data, so the mix of outcomes need not match the whole.
SMILES,PG9 Ab binder,TCR CD3 inh,mABHD4 FP,TDP2 absorb,LEDGF integ inh,HTRA1 inhibitor,NR1D1 modulator,PRMT1 FP inh,rCAG RNA binder,SIAE inh
CCc1nnc(NC(=O)CCN2C(=O)C3CCCCC3C2=O)s1 (configuration not stated),0.4,3,-3,-4,-3,6,2,0,-3,-2
C/C(CC(=O)Nc1ccccn1)=N\NC(=O)Cc1cccc2ccccc12,-1.8,1,1,17,3,-3,4,4,3,5
CC(C)(C)OC(=O)NCCCCCNC(=O)c1[nH]cnc1C(=O)NC1CCN(C(=O)OC(C)(C)C)CC1,-0.7,3,-1,-13,0,-9,0,-1,-11,-7
Cc1cc(-n2c(SCC(=O)NCc3cccs3)nc3n[nH]c(C)c3c2=N)ccc1Cl,38*,6,-8,4,3,-19,43*,-4,15,-2
Cc1ccc2c(c1)N(C(=O)CCC(=O)N1CCN(c3ccccn3)CC1)CC(C)O2 (configuration not stated),-0.8,-5,10,1,2,-3,-4,-2,-2,7
Cc1nn(CC(=O)NCc2ccc(Cl)cc2)c(C)c1[N+](=O)[O-],-3.0,8,-3,1,-2,4,2,-1,1,5
O=C(COC(=O)c1n[nH]c2ccccc12)NC(=O)NC12CC3CC(CC(C3)C1)C2,18*,-5,-6,8,-2,-3,17*,3,4,-14
Cc1ccc(N2CCN(C(=O)c3ccccc3NC(=O)c3ccccc3C(=O)O)CC2)cc1,-4.2,4,-3,-6,2,6,1,-2,4,-6
CCN(C(=O)CN1C(=O)S/C(=C\c2ccc(F)cc2)C1=O)C1CCS(=O)(=O)C1 (configuration not stated),0.1,-1,4,9,-2,2,-3,7,-1,-4
COc1ccc(-n2cc(CNCCc3nc(C)cc(C)n3)c(-c3ccccc3Cl)n2)cc1,-0.2,9,2,9,0,-12,0,1,-7,10
O=c1n(Cc2ccccc2)c2cc(Cl)cnc2n1Cc1ccccc1,-0.7,-1,-12,2,-1,-37,-4,-3,-6,-4
CC1(C(=O)Nc2ccc3c(c2)OCCO3)CSCC(=O)N1CCOc1ccccc1 (configuration not stated),-2.5,4,-13,-8,1,x,6,-3,3,-2
Cc1cc(C(=O)COC(=O)c2ccc3c(c2)NC(=O)CS3)c(C)n1CCc1ccc(Cl)cc1,-1.7,3,1,8,0,-5,-3,-1,8,11
CCc1cc2cc(C)c(C)cc2nc1SCC(=O)Nc1cc(C)on1,-2.7,3,-5,-8,6,2,36*,-2,-3,-3
COCCNc1nnc(SCC(=O)Nc2cc(-c3ccccc3)nn2-c2ccccc2)s1,1.0,2,-2,7,-2,-16,-4,1,3,-2
COc1cccc(NC(=O)NC2CCN(CC(=O)Nc3ccccc3[N+](=O)[O-])CC2)c1,0.9,-2,12,-6,-9,-14,9,3,6,3
CSc1ccc(S(=O)(=O)NC2CC3CCC2C3)cc1 (configuration not stated),-2.9,0,-5,-2,2,-5,6,0,-1,2
COc1cc(C(=O)NCCCCCCNC(=O)c2cc(OC)c(OC)c(OC)c2)cc(OC)c1OC,0.0,-5,1,-7,-6,0,-4,4,-3,1
Cc1ccc(N2CC(C)Cn3c2nc2c3c(=O)[nH]c(=O)n2C)cc1C (configuration not stated),-1.8,-1,2,-3,-3,3,-4,1,-4,5
COc1ccc(CCC(=O)N2CCCSC2=Nc2ccc(C(C)=O)cc2)cc1,-2.5,-7,-1,-9,-4,-7,5,0,-4,0
Cc1cc(C(=O)OCC(=O)Nc2ccc(S(=O)(=O)N3CCOCC3)cc2)c(C)o1,-2.2,0,-2,9,1,-3,0,-2,7,8
CCN(Cc1ccccc1)S(=O)(=O)c1ccc(C(=O)Nc2nnc(C3CC3)o2)cc1,-0.1,-2,-18,-2,3,10,-2,2,45*,-9
Oc1c(Cl)cc(Cl)cc1/C=C/c1ccc2cccc(O)c2n1,-0.9,-2,7,5,-4,37*,-2,0,41*,1
Cc1cccc(NC(=O)C2CCN(C(=O)c3ccco3)CC2)c1C,-2.4,2,1,7,4,10,-3,-2,1,12
COc1cc(CNC(=O)c2cc(-c3cc(F)ccc3OCC3CCCO3)n[nH]2)cc(OC)c1 (configuration not stated),-0.9,1,-10,-3,-2,x,0,0,5,-11
CS(=O)(=O)N(CC(=O)Nc1ccc(S(=O)(=O)N2CCCC2)cc1)c1ccccc1F,-1.2,2,0,0,3,-6,-6,0,1,0
COc1ccc(Cl)cc1C(=O)NNC(=O)CSc1nnc2ccccn12,-0.4,13,-2,-12,1,-2,1,-4,1,0
CCC(=O)N1CCCC(C(=O)c2ccc(-c3ccccc3)cc2)C1 (configuration not stated),-2.5,3,-2,-10,3,-6,2,2,-8,-2
Cc1ccc(-n2nnnc2SCC(=O)Nc2cccc(NC(=O)c3ccco3)c2)cc1C,-0.9,3,-15,16,0,-34,1,2,9,-24
O=C1[C@@H]2CSCN2C(=O)CN1Cc1cccc(C(F)(F)F)c1,-2.7,1,-5,-5,7,-2,-3,-2,-3,-4
CC1CCN(CCNC(=O)C2CCCN(S(=O)(=O)c3cccc4nsnc34)C2)CC1 (configuration not stated),0.7,0,-2,4,0,5,2,3,-1,-2
O=C(O)c1cc(S(=O)(=O)Nc2cc(Cl)ccc2Oc2ccccc2)ccc1O,-0.3,-6,-16,12,3,-20,-2,0,72*,-8
COc1ccc(/C=C/c2nnc(NC(=O)C(C)C)s2)cc1,0.5,-8,-1,4,3,-12,-3,3,5,-5
COc1cc(CNCc2ccc(SC)cc2)cc(OC)c1,-0.2,2,9,5,1,4,0,0,-3,0
N#Cc1ccc(NC(=O)CCc2nc3ccccc3s2)cc1,1.0,2,-2,4,0,-4,-5,-1,8,2
O=C1C=C(c2ccc3c(c2)oc2ccccc23)C[C@@H](c2ccc(Cl)cc2)C1,2.1,-2,-1,-20,-2,-13,-3,-2,6,-5
Cc1ccccc1Oc1ccccc1N,0.0,-3,5,5,-1,1,2,0,-1,-1
CC(C)NC(=O)NS(=O)(=O)c1cnccc1N1CCCCC1,1.9,3,6,5,-2,2,7,3,0,4
CCN=C(Nc1cccc(F)c1)SC1CC(=O)N(c2ccc(OC)cc2)C1=O (configuration not stated),-2.1,4,-8,-19,0,-20,4,10,2,-3
c1ccc(CCc2cn(C[C@H]3CC[C@@H]([C@@H]4CC[C@H](Cn5cc(CCc6ccccc6)nn5)O4)O3)nn2)cc1,-1.4,7,1,7,-1,4,6,0,-6,3
CN1CCN(C(=O)c2ccc(N(Cc3ccc(Cl)cc3)S(C)(=O)=O)cc2)CC1,-1.9,6,1,12,2,4,3,1,-3,1
CC1(c2ccc(Cl)cc2Cl)NC(=O)N(CC(=O)Nc2ccc3[nH]c(=O)[nH]c3c2)C1=O (configuration not stated),-1.2,11,2,16,0,-3,-9,-2,9,24*
CC1Cc2ccccc2N1C(=O)c1ccc2c(c1)OCO2 (configuration not stated),0.4,4,1,-7,2,3,-5,-2,-7,10
NC(=O)CSc1nnc(NC(=O)c2ccc(Br)o2)s1,-4.1,2,-6,10,0,2,-5,5,19,-6
O=C(Nc1ccc(F)c(F)c1)c1oc2ccccc2c1NC(=O)C1CCCO1 (configuration not stated),-0.8,-6,-7,-11,-1,-5,-1,8,-2,-19
CN(C)CCCNc1oc(-c2ccc(Cl)cc2)nc1C#N,0.8,4,8,-9,0,2,3,-5,1,-7
O=S1(=O)C=CC(Sc2nc3ccccc3[nH]2)C1 (configuration not stated),0.0,-4,7,9,0,3,6,0,0,-6
O=C(CCNS(=O)(=O)c1ccc(Br)cc1)NCc1cccs1,1.3,0,-3,-3,2,-6,2,1,-2,-5
Cc1c(N2C(=O)CSC23C(=O)Nc2ccccc23)c(=O)n(-c2ccccc2)n1C (configuration not stated),0.4,3,-1,4,4,-1,-1,-1,-1,6
Cc1ccccc1N1CCN(C2CCCN(C(=O)c3cc(C(C)C)[nH]n3)C2)CC1 (configuration not stated),0.6,-2,-10,-18,1,-1,3,5,-11,0
c1ccc(Sc2ncnc3ccccc23)cc1,1.0,4,-2,3,-1,x,2,0,-8,1
CS(=O)(=O)c1ccc(Cl)c(NC(=O)COC(=O)CCCN2C(=O)c3cccc4cccc(c34)C2=O)c1,0.2,5,1,10,-3,1,10,5,1,-5
COC(=O)C1CCCCN1C(=O)c1ccc2oc(C(C)C)nc2c1 (configuration not stated),-0.1,0,3,-8,-2,1,-13,1,-7,17*
Cc1c(C)c2ccc(OS(C)(=O)=O)cc2oc1=O,-2.2,5,0,-8,3,3,1,-1,-1,1
CCC(=O)c1ccc(OCCn2cnc3ccccc32)cc1,-1.1,1,-3,14,-1,6,1,2,-4,-2
Cc1ccc(NC(=O)[C@@H]2CCC(=O)N2C2OC(=O)c3ccccc32)cc1Cl (some centres not stated),-0.2,-1,2,8,0,-7,1,1,3,-8
COc1ccc(CNc2nc(NCc3ccc(OC)cc3)n(C(=O)c3ccncc3)n2)cc1,0.8,2,1,16,-3,8,-6,-3,-6,2
NC(=O)c1nsc(C(=O)N(Cc2ccco2)C(C(=O)NCc2ccc(F)cc2)c2ccc(O)cc2)c1N (configuration not stated),-1.1,1,-4,10,-3,-15,-6,-4,2,-4
CCn1c(/C=C/c2ccccc2F)nc2ccccc2c1=O,1.0,-10,3,-1,-2,-24,5,0,-7,-7
Cc1cnn(-c2ccc3nnc(-c4ccc(Br)cc4)n3n2)c1,0.0,4,-2,-7,-2,-4,-19,0,0,-3

# Individual results from the entries so far:
# COC(=O)C1CCCCN1C(=O)c1ccc2oc(C(C)C)nc2c1 (configuration not stated) in TCR CD3 inh = 0
# Cc1ccccc1N1CCN(C2CCCN(C(=O)c3cc(C(C)C)[nH]n3)C2)CC1 (configuration not stated) in mABHD4 FP = -10
# Cc1ccc(NC(=O)[C@@H]2CCC(=O)N2C2OC(=O)c3ccccc32)cc1Cl (some centres not stated) in PRMT1 FP inh = 1

# (further entries)
SMILES,PG9 Ab binder,TCR CD3 inh,mABHD4 FP,TDP2 absorb,LEDGF integ inh,HTRA1 inhibitor,NR1D1 modulator,PRMT1 FP inh,rCAG RNA binder,SIAE inh
Cc1ccc(C(=O)Nc2ccncc2)cc1[N+](=O)[O-],-0.5,-4,3,-5,-7,1,2,4,0,-1
C[C@@H]1CN([C@H](C)CO)C(=O)CCCn2nncc2CO[C@@H]1CN(C)S(=O)(=O)c1cccc(C#N)c1,0.0,1,-3,-5,4,4,-11,-4,1,0
COc1ccc(C2C=C(C34CC5CC(CC(C5)C3)C4)NC(=S)N2)cc1 (configuration not stated),1.7,-5,1,-2,-4,-45,1,14,6,-6
O=C(O)CCC(=O)Nc1ccc(NC(=O)c2ccc(Cl)cc2Cl)c(Cl)c1,-1.1,-2,1,-10,3,-5,4,-5,10,1
CC1CC(=O)Nc2ccccc2N1C(=O)CN1C(=O)C(=O)N(C)C1=O (configuration not stated),-0.9,0,2,3,0,7,-3,-3,0,7
